# DPM-DC inhibit – blocks S. pneumoniae diphosphomevalonate decarboxylase | calls only at 10 µM | purified DPM-DC, PK/LDH coupled NADH fluorescence | hit rate 0.49% among 65,000;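 active = the 320 compounds with the highest percent inhibition in the single-dose primary screen, excluding strongly autofluorescent ones, cut at about 32% in these data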;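 also: kinetic rate of NADH fluorescence loss reporting ADP formed by the decarboxylase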
# Spn PMK inh – blocks S. pneumoniae phosphomevalonate kinase; hit rate 0.49% among 65,000; inhibition, % at 10 µM; purified PMK, PK/LDH-coupled NADH absorbance 340 nm;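 active = top-ranked compounds by inhibition in the single 10 µM screen, taking a fixed number of the strongest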;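 also: 0% = full reaction with DMSO carrier and 100% = background rate without enzyme reaction; no value below 0 was filed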
# Spn MK inh – inhibitors of Streptococcus pneumoniae mevalonate kinase; purified MK, PK/LDH-coupled NADH absorbance 340 nm; hit rate 0.48% among 65,000; inhibition, % at 10 µM; AID 555;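 active = ranked among the strongest by inhibition in the single 10 µM screen, a fixed top-ranked set picked for dose follow-up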; also: no value below 0 was filed
# HPDE-C7 viability – cytotoxicity in HPDE-C7 cells, cell-based, fluorescence, HTS (AID 430); hit rate 1.8% among 63,000; HPDE-C7 pancreatic duct cells viability, fluorescence; higher % means a stronger effect; one-dose cytotoxicity, % at 10 µM; EC50 in µM for titrated hits;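 also: cells exposed to compound for 48 hours before viability readout; 0% = vehicle and 100% = reference cytotoxic drug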
# LYP inhibition – LYP phosphatase inhibitors, primary screen, biochemical, DiFMUP fluorescence, recombinant catalytic domain, 10 µM (AID 606) | recombinant LYP catalytic domain, DiFMUP fluorescence; higher % means a stronger effect | inhibition, % at 10 µM, or IC50 in µM where a hit was titrated | 52,000 tested, under 10 active;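 active = IC50 under 40 µM in the dose-response test; inactive = IC50 of 40 µM or more, or never dose-tested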
# KRASV12 cytotoxicity – viability loss of HPDE-C7K cells – cell-based, fluorescence, HTS, primary screen (AID 431); HPDE-C7K KRASV12 cells, Alamar Blue viability, 48 h; higher % means a stronger effect; hit rate 1.7% among 63,000; one-dose cytotoxicity, % at 10 µM; EC50 in µM for titrated hits;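 active = compounds whose percent cytotoxicity in the single-dose primary screen, scaled between solvent and toxic-drug controls, exceeds 50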;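 also: 0% = DMSO solvent wells and 100% = doxorubicin-treated wells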
# Bfl-1 inhibitors – Bfl-1 inhibitors, primary screen, biochemical, fluorescence polarization, FITC-Bid, mouse (AID 432) | displacement, % at 20 µM; hits with a dose series show IC50 in µM | FITC-Bid BH3 peptide fluorescence polarization displacement; higher % means a stronger effect | hit rate 0.02% among 64,000; in the data active = a potency from the dose series; inactive = the rest, 99 in 100 with displacement below about 15%; also: strong numbers were not always called active
# TNAP inhibition – inhibition of tissue-nonspecific alkaline phosphatase – biochemical, luminescent (AID 518); purified TNAP enzyme, luminescent substrate readout; higher % means a stronger effect; inhibition, % at 20 µM, or IC50 in µM where a hit was titrated; hit rate 0.09% among 64,000; in the data active = a potency from the dose series; inactive = the rest, 99 in 100 with inhibition below about 22%;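 also: plate controls were vehicle for no effect and reference inhibitor for full effect; many of its hits are not listed in these tables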
# HT1080 cytotoxicity – cytotoxicity in HT1080 fibrosarcoma cells, cell-based, fluorescence readout (AID 620); hit rate 0.42% among 87,000; cytotoxicity, % at 10 µM, or EC50 in µM where a hit was titrated; HT1080 viability, fluorescence; higher % means a stronger effect;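 also: cells exposed to compound overnight then 4 h with Alamar Blue; 0% = vehicle DMSO and 100% = killing control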
# Spn PMK inh pilot replicates – second read-out of Spn PMK inh, no call of its own (marks repeat the call); inhibition, %; measured here: pilot screen replicates
# Spn MK inh pilot replicates – further read-out of Spn MK inh, marked with its call; inhibition, %; measured here: pilot screen replicates
# DPM-DC inhibit pilot screen % – also measured in DPM-DC inhibit; calls as there; inhibition, %; measured here: pilot screen trials
# * hit, by the source's call; i = inactive; / = not tested or not shown. Rule as the data show it, unless noted: active = cytotoxicity above about 50%; inactive = the rest.
SMILES,DPM-DC inhibit,Spn PMK inh,Spn MK inh,HPDE-C7 viability,LYP inhibition,KRASV12 cytotoxicity,Bfl-1 inhibitors,TNAP inhibition,HT1080 cytotoxicity,others
O=C(NCCN1CCOCC1)c1cc2n(n1)C(C(F)(F)F)CC(c1ccc(F)cc1)N2 (stereo not given),i,0,6,-12%,5%,-2%,2%,3%,-12%,
Cc1ccc(S(=O)(=O)Cc2ccc(C(=O)N3CCN(c4ccc(F)cc4)CC3)o2)cc1,i,3,1,14%,-11%,11%,4%,11%,-5%,
CCOC(=O)N1CCN(C(=O)Nc2ccc3nc(-c4ccccn4)c(-c4ccccn4)nc3c2)CC1,/,0,5,-2%,7%,-1%,4%,-2%,-4%,
O=C(NCCN1CCOCC1)N1CCOCC1,i,15,4,-6%,18%,-3%,3%,6%,7%,
Cc1cccc2nc(CSc3nnnn3-c3ccccc3)cn12,i,0,7,9%,10%,9%,3%,11%,26%,
O=C(Nc1c(F)c(F)c(F)c(F)c1F)NC1CCCCC1,i,0,10,1%,14%,-18%,-2%,-2%,7%,
COc1ccc(OC)c(C2NC(=O)NC(C)=C2C(=O)Nc2ccc(C)cc2C)c1 (stereo not given),i,2,8,-13%,-8%,-5%,2%,11%,6%,
Cc1c(Cl)ccc2c1NC(=O)C21NC(CCC(N)=O)[C@H]2C(=O)N(c3ccc(Cl)cc3)C(=O)[C@H]21 (stereo not given in full),i,11,8,-10%,/,0%,-7%,6%,4%,
O=C(c1cn(-c2ccccc2)nc1-c1ccncc1)N1CCCCC1,i,0,5,-9%,0%,0%,-8%,6%,0%,
COc1ccc(OCCSc2nnc3sc4ccccc4n23)cc1,i,16,0,1%,-23%,-10%,-3%,8%,-2%,
O=C(C1CC1c1ccccc1)N1CCN(c2cccc(Cl)c2)CC1 (stereo not given),i,8,5,-13%,/,-8%,-11%,5%,3%,
CCN(CC)S(=O)(=O)c1ccc(-c2nnc(SCC(=O)Nc3ccc4c(c3)OCO4)o2)cc1,i,1,0,4%,/,11%,-4%,4%,7%,

# 2 compounds drawn at random from those above:
SMILES,DPM-DC inhibit,Spn PMK inh,Spn MK inh,HPDE-C7 viability,LYP inhibition,KRASV12 cytotoxicity,Bfl-1 inhibitors,TNAP inhibition,HT1080 cytotoxicity,others
COc1ccc(OC)c(C2NC(=O)NC(C)=C2C(=O)Nc2ccc(C)cc2C)c1 (stereo not given),i,2,8,-13%,-8%,-5%,2%,11%,6%,
O=C(Nc1c(F)c(F)c(F)c(F)c1F)NC1CCCCC1,i,0,10,1%,14%,-18%,-2%,-2%,7%,

# (cont.)
SMILES,DPM-DC inhibit,Spn PMK inh,Spn MK inh,HPDE-C7 viability,LYP inhibition,KRASV12 cytotoxicity,Bfl-1 inhibitors,TNAP inhibition,HT1080 cytotoxicity,others
O=C(c1coc(=O)c2ccccc12)N1CCN(Cc2ccccc2)CC1,i,1,/,-8%,-2%,-11%,-1%,6%,-1%,
Cc1cc(C(=O)NCc2cc(C(=O)O)oc2C)c(C)o1,i,5,12,-11%,13%,-11%,-9%,9%,0%,
COC(=O)C1=C(C)N(c2ccc(F)cc2)C(=O)C1,i,1,7,1%,6%,-6%,2%,8%,7%,
O=C(CSc1nnc(-c2ccccc2Cl)o1)N1CCCCC1,i,8,11,-5%,15%,1%,-12%,-1%,-1%,
Cc1cc(C)c(C#N)c(SCc2[nH]nc3c2C(c2ccccc2)C(C#N)=C(N)O3)n1 (stereo not given),i,0,7,8%,9%,20%,-5%,10%,8%,Spn PMK inh pilot replicates=3.5;Spn MK inh pilot replicates=0.0;DPM-DC inhibit pilot screen %=0.0
CCOc1ccccc1N1CCN(C(=O)c2cc(C)oc2C)CC1,i,0,3,0%,-8%,-4%,-1%,10%,-4%,
CC(Sc1nncs1)C(=O)NCc1ccc2c(c1)OCO2 (stereo not given),i,0,8,5%,/,-4%,-5%,11%,0%,
C(=N\n1cnnc1)/c1cccnc1,i,7,0,5%,14%,9%,1%,10%,-3%,Spn PMK inh pilot replicates=0.0;Spn MK inh pilot replicates=3.0;DPM-DC inhibit pilot screen %=0.0
COC(=O)Nc1nc2ccc(C(=O)c3ccccc3)cc2[nH]1,i,4,7,69%*,/,67%*,3%,17%,61%*,Spn PMK inh pilot replicates=3.5;Spn MK inh pilot replicates=0.0;DPM-DC inhibit pilot screen %=0.0
Cc1ccc(S(=O)(=O)NCCSc2nnc(N)s2)cc1,i,6,0,-6%,6%,0%,1%,12%,2%,
COc1ccc(CCN(Cc2cc3cc(C)ccc3[nH]c2=O)C(=O)N2CCCC2)cc1OC,i,6,5,8%,4%,8%,2%,5%,-8%,
COCCNC(=O)C(c1ccco1)N(C(=O)Cn1nnc2ccccc21)c1ccccc1C (stereo not given),i,4,5,10%,-6%,3%,-2%,0%,-6%,
Cc1cc(C(=O)Nc2ccc(S(=O)(=O)Nc3onc(C)c3C)cc2)c(C)o1,i,0,6,0%,18%,8%,0%,7%,/,
O=C(COc1ccc(Cl)cc1)NCc1nnc(SCC(=O)NC2CCCC2)o1,i,0,0,-3%,-2%,-3%,-4%,-1%,/,
O=S(=O)(NCCSc1ccccc1)c1ccc(F)cc1,i,2,11,-8%,8%,-4%,-1%,23%,-3%,
CC(C)CCNC(=O)CCS(=O)(=O)c1cccc2nonc12,i,12,6,-12%,12%,4%,-2%,8%,-3%,
COc1ccc(OCC(=O)NCc2cccnc2)cc1,i,9,11,-16%,-4%,-9%,-6%,7%,-2%,
COc1ccc(CCn2c(N3CCN(C)CC3)nc3c2c(=O)[nH]c(=O)n3C)cc1,i,10,11,2%,/,-4%,-5%,14%,9%,
CN(C)c1oc(-c2ccco2)nc1C#N,/,14,13,-6%,7%,16%,2%,-5%,13%,
C#CCSc1nnc(-c2ccccc2)c(=O)[nH]1,i,0,12,26%,3%,33%,-6%,19%,3%,Spn PMK inh pilot replicates=3.0;Spn MK inh pilot replicates=0.0;DPM-DC inhibit pilot screen %=4.0
CC(C)CSc1nc2c(c(=O)[nH]c(=O)n2C)n1CC(O)COc1cccc2ccccc12 (stereo not given),i,4,0,69%*,/,64%*,-4%,4%,-1%,
COc1ccc(/C(O)=C2/C(=O)C(=O)N(CCN(C)C)C2c2ccccn2)cc1OC (stereo not given),i,4,11,3%,-3%,-10%,-5%,16%,0%,Spn PMK inh pilot replicates=2.5;Spn MK inh pilot replicates=0.0;DPM-DC inhibit pilot screen %=0.5
O=C(NC1(C(F)(F)F)NC(=O)N(Cc2ccco2)C1=O)c1cccnc1 (stereo not given),i,16,4,-19%,2%,-2%,-8%,19%,-5%,Spn PMK inh pilot replicates=0.0;Spn MK inh pilot replicates=0.0;DPM-DC inhibit pilot screen %=3.5
CCN(CC)Cc1cc2ccccc2c2c1COC2,i,17,8,6%,0%,6%,-2%,2%,14%,
O=C(C1CCCN(S(=O)(=O)c2ccccc2)C1)N1CCCCCC1 (stereo not given),i,3,2,-2%,2%,-9%,1%,5%,/,
Oc1ccc(-c2nc(-c3ccc(O)c(O)c3)cs2)cc1,i,1,13,74%*,2%,80%*,8%,20%,61%*,
CCS(=O)(=O)N1CCN(C(=O)CC(C)C)CC1,i,10,14,-16%,9%,-7%,-5%,8%,4%,
c1ccc2c(c1)CCCN2Cc1nnnn1CC1CCCO1 (stereo not given),i,7,0,5%,/,9%,23%,5%,-5%,
CCC(c1nnnn1Cc1ccc(F)cc1)N(CCCO)Cc1cc2cc3c(cc2[nH]c1=O)OCO3 (stereo not given),i,8,1,-4%,/,-5%,-2%,13%,-16%,
COCCn1c(=O)[nH]c2cc(C(=O)N3CCN(c4ccccc4OC)CC3)ccc2c1=O,i,12,6,-15%,/,-11%,1%,10%,/,Spn PMK inh pilot replicates=1.0;Spn MK inh pilot replicates=0.0;DPM-DC inhibit pilot screen %=1.5
CCOC(=O)CCCNC(=O)COC(=O)c1cccc(C)c1O,i,0,8,-10%,-8%,-5%,-7%,3%,1%,
Cc1cc(C(=O)NC(C)C)on1,i,20,0,-2%,/,0%,-6%,10%,16%,
Cc1cc(C)c2c(n1)nn1c(NCCCN3CCOCC3)cc(C)nc21,/,5,4,-8%,6%,20%,-6%,3%,-5%,Spn PMK inh pilot replicates=3.0;Spn MK inh pilot replicates=0.0
CCCC(=O)Nc1nc(-c2ccc3c(c2)OCCO3)cs1,i,10,2,-6%,-4%,-2%,1%,7%,0%,
CCn1ncc(C2=NOC(C(=O)Nc3c(C)n(C)n(-c4ccccc4)c3=O)C2)c1C (stereo not given),i,15,7,-9%,/,-2%,6%,6%,-3%,
Cc1ccc(CCN2CC(C(=O)NCCCN3CCOCC3)CC2=O)cc1 (stereo not given),i,14,14,-12%,/,2%,1%,4%,2%,
CCOc1ccccc1C(=O)N1CCC(n2nnc3cc(C)ccc32)CC1,i,10,6,-6%,/,6%,-1%,2%,0%,
CCCC(C(=O)NC1CCCC1)N(CCCN1CCOCC1)C(=O)c1snc(C(N)=O)c1N (stereo not given),i,11,0,-16%,10%,-16%,-4%,13%,-6%,
COc1ccc2nc(NC(=O)C3CCN(S(=O)(=O)c4cnc[nH]4)CC3)sc2c1,i,15,8,13%,/,14%,-2%,23%,-5%,
Cc1c(C(O)CN2CCN(Cc3ccc4c(c3)OCO4)CC2)c2ccccc2n1C (stereo not given),i,0,9,/,-3%,/,3%,-1%,0%,
COc1cc(-c2nc(S(=O)(=O)c3ccc(Cl)cc3)c(N3CCOCC3)o2)cc(OC)c1OC,i,7,0,-1%,11%,-2%,-1%,10%,-6%,
CCC(=O)N1CCc2cc(S(=O)(=O)NC(C(=O)NCc3ccc(C)cc3)C(C)C)ccc21 (stereo not given),i,10,2,/,-10%,/,-14%,1%,2%,
O=C(NCc1ccc(Cl)cc1)C1CCCN(S(=O)(=O)c2cnc[nH]2)C1 (stereo not given),i,7,9,6%,8%,0%,0%,12%,7%,
CCOC(=O)c1cc2occc2n1CC(=O)N1CCN(C(=O)c2ccco2)CC1,i,15,8,9%,4%,12%,-5%,8%,9%,
O=C(c1cc2nc(-c3ccco3)cc(C(F)(F)F)n2n1)N1CCc2ccccc2C1,/,30*,10,-7%,12%,3%,-5%,18%,1%,
O=C(O)CC(NS(=O)(=O)c1ccc(Br)cc1)c1ccco1 (stereo not given),i,11,4,-16%,9%,-16%,0%,7%,2%,
CCCCCNC(=O)C(C#N)c1nc2ccccc2nc1N1CC(C)OC(C)C1 (stereo not given),i,5,22,7%,16%,2%,-14%,12%,42%,
O=C(COc1cccc(NC(=O)c2ccco2)c1)c1ccccc1,i,14,7,15%,4%,32%,-8%,4%,-6%,
CC(=O)N1CCN(C2c3cccc4cccc(c34)C2NS(=O)(=O)c2ccccc2)CC1 (stereo not given),i,2,5,-19%,1%,-8%,2%,0%,0%,
COc1cccc(OCCSc2nnc3sc4ccccc4n23)c1,i,11,0,-11%,8%,7%,11%,6%,12%,Spn PMK inh pilot replicates=3.0;Spn MK inh pilot replicates=2.0;DPM-DC inhibit pilot screen %=2.0
CC1CCCC(C)N1CCCNC(=O)c1cc2c(=O)n(C)c3ccccc3c2n1C (stereo not given),i,7,28,-6%,/,-4%,-2%,-1%,-3%,
COc1cc(C)c(S(=O)(=O)NC2CC(C)(C)NC(C)(C)C2)cc1C,i,0,0,9%,-7%,-2%,-5%,5%,6%,

# High-throughput results as filed in PubChem BioAssay.

# Outcome played no part in choosing rows; about 3.3% have a hit in one of these screens.
